# Compound activity (PubChem)
# KCNH2 3.1 inh: KCNH2 3.1 (human) potassium channel inhibition; U2OS KCNH2 3.1, thallium flux FluxOr; hits give low values; activity change, % (tested at about 1.8 µM); hit rate 0.95% among 340,000;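 active = maximum activity change below -70%; inconclusive = maximum activity change from -70% to -50%; inactive = maximum activity change above -50%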;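 also: thallium influx rate constant from kinetic fluorescence after stimulation buffer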
#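 Thallium flux read-out: FluxOr dye with Red40 quencher in HBSS/HEPES, 45 min at RT. Rate constants from kinetic reads were normalized to positive and negative DMSO controls. Cells: U2OS virally expressing the 3.1 isoform.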
# The depositor's hits bear a star; ? = inconclusive. % is scaled to controls: 0 for no effect and ±100 for the full control effect.
# The first three entries, ahead of the listing:
SMILES,KCNH2 3.1 inh
O=C(COC(=O)Cc1ccc(Cl)cc1)NCc1ccc(Cl)cc1,0
Cc1ccc(CNC(=O)CSc2nnc(CNC(=O)c3ccc(F)cc3)o2)cc1,9
CCCCCCn1c(=O)n2n(c1=O)C[C@]1(OC(=O)NCc3ccc(OC)c(OC)c3)CN(S(=O)(=O)c3ccc(C)cc3)C[C@]1(O)C2,-7

# The whole of this part, previewed entries included:
SMILES,KCNH2 3.1 inh
O=C(COC(=O)Cc1ccc(Cl)cc1)NCc1ccc(Cl)cc1,0
Cc1ccc(CNC(=O)CSc2nnc(CNC(=O)c3ccc(F)cc3)o2)cc1,9
CCCCCCn1c(=O)n2n(c1=O)C[C@]1(OC(=O)NCc3ccc(OC)c(OC)c3)CN(S(=O)(=O)c3ccc(C)cc3)C[C@]1(O)C2,-7
CCCCN1C(=O)C(CC(=O)NC2CCCC2)CC(C(=O)N2CCOCC2)=C1C (centres undefined),22
CCN(CC)C(=O)C1=C(C)N(Cc2ccccc2)C(=O)C(CC(=O)NCCCN(C)C)C1 (centres undefined),-11
COc1ccc(CC(=O)Cc2ccc(OC)c(OC)c2)cc1OC,2
Cc1ccc(S(=O)(=O)N(C)c2ccc(C(=O)NCC(c3ccco3)N3CCCC3)cc2)cc1 (centres undefined),-2
COc1ccc(/C=C2/SC(=O)N(CCNC(=O)C3CC(=O)N(Cc4ccccc4)C3)C2=O)cc1 (centres undefined),1
Cc1onc(-c2ccccc2)c1NC(=O)OC(C)c1cccnc1 (centres undefined),-3
O=C(N=Nc1c(O)[nH]c2ccc(Br)cc12)c1ccco1,1
Cc1ccc2cc(CNC[C@H]3O[C@@H](n4cc(C)c(=O)[nH]c4=O)C[C@@H]3O)c(N3CCOCC3)nc2c1,5
COc1cc2c(cc1OC)C(CNC(=O)C=Cc1ccccc1)C2 (centres undefined),-8
CCCCCC(=O)N1C[C@H](n2cc(C3CC3)nn2)[C@@H](O)C[C@@H]1c1ccccc1,12
C[C@H]1CN([C@@H](C)CO)C(=O)CCCn2nncc2CO[C@H]1CN(C)S(=O)(=O)c1ccccc1,5
COc1ccccc1NC(=O)N(C)C[C@@H]1OCc2cnnn2CCCC(=O)N([C@@H](C)CO)C[C@H]1C,6
Cc1ccc([C@H]2C[C@@H](O)[C@H](n3cc(COC(=O)c4ccccc4)nn3)CN2Cc2cccs2)cc1,-1
C[C@H]1C(=O)N(C)CCN1C(=O)c1ccc(OC2CCN(CCc3ccccc3)CC2)cc1,-6
O=S(=O)(Nc1ccc(-c2cn3c(n2)SCC3)cc1)c1cc(F)ccc1F,19
CSC[C@H]1CN(CCc2ccccc2)C(=O)[C@@H]1CC(=O)Nc1ccc(Br)cc1,-48
c1ccc2c(c1)nc(N1CCCCCC1)c1nncn12,-4
Cc1cc(C)nc(NS(=O)(=O)c2ccc(NC(=O)c3ccccc3Br)cc2)n1,2
CC(C)C1C(=O)N(Cc2cn(CC3CCCCC3)nn2)CCS(=O)(=O)N1Cc1ccc(-c2ccc(F)nc2)cc1 (centres undefined),-11
CCCc1c(C(=O)N/N=C/c2ccc(OCc3ccccc3)cc2)nnn1-c1nonc1N,-14
COc1ccccc1NC(=O)N(C)C[C@@H]1OCc2cn(nn2)CCCC(=O)N([C@@H](C)CO)C[C@H]1C,1
Nc1ncnc(N)c1NC(=O)c1cc(Cl)c(OCc2ccccc2)c(Cl)c1,0
COc1ccccc1OCCSc1nc2ccccc2n1CC(=O)O,0
C[C@H](CO)N1C[C@H](C)[C@H](CN(C)C(=O)Nc2ccc(F)cc2)OCc2cnnn2CCCC1=O,13
Cc1ccc(CNC(=O)c2ccc(S(=O)(=O)N3CCCCCC3)cc2)cc1,13
C#CCN(C[C@@H]1[C@@H](OC(=O)NCCCCCC)[C@@H](OC(=O)NCCCCCC)Cn2c(=O)n(CCCCCC)c(=O)n21)S(=O)(=O)c1ccc(C)cc1,4
COc1ccc([C@H]2C[C@@H](n3cc(COC(=O)c4ccccc4)nn3)[C@H](O)CN2Cc2cccs2)cc1,-1
Cc1c(-c2ccc(OCCN3CCCCC3)cc2)c(=O)oc2ccc3ccccc3c12,8
C[C@@H]1CN([C@H](C)CO)C(=O)CCCn2nncc2CO[C@H]1CN(C)Cc1ccccc1,-2
COc1ccc(NC(=O)O[C@@H](C)[C@@H]2CN3CCc4c([nH]c5ccc(-c6ccc(OC)cc6)cc45)[C@@H]3C[C@@H]2N(C)C(=O)Nc2ccc(OC)cc2)cc1,-7
Cc1cn([C@H]2C[C@H](O)[C@@H](CNCc3ccc(F)c(N4CCOCC4)c3)O2)c(=O)[nH]c1=O,5
NC(CSC1(c2ccc(F)cc2)c2ccccc2-c2ccccc21)C(=O)O (centres undefined),-9
Cc1c(Cl)cnc(NC(=O)COC(=O)c2cccc(S(=O)(=O)N3CCOCC3)c2)c1Cl,6
Cc1nccn1CCC(=O)NC1CCCc2c1cnn2-c1ccc(C(C)(C)C)cc1 (centres undefined),-1
CCCCn1c(SCC(=O)NC2CC2)nc2cc(C(=O)OC)ccc2c1=O,-3
CC(C)(CNC(=O)c1cccc(S(=O)(=O)N2CCCCC2)c1)N1CCOCC1,23
N#Cc1ccccc1C[C@H](N)C(=O)NC[C@H]1O[C@@H](n2ccc(N)nc2=O)[C@H](O)[C@@H]1O,-27
O=C(COC(=O)/C=C/c1ccc(Cl)cc1Cl)Nc1cccc(S(=O)(=O)NC2=NCCC2)c1,-11
CCN1C(=O)[C@H]2[C@@H](c3ccc(OC)cc3)N[C@]3(CCCN(CC4CCCCC4)C3=O)[C@H]2C1=O,-17
C[C@H]1CN([C@@H](C)CO)S(=O)(=O)c2ccc(Br)cc2O[C@H]1CN(C)Cc1ccccc1,3
CCCCCC(=O)N1C[C@H](n2cc(C3CC3)nn2)[C@@H](O)C[C@@H]1c1ccc(Cl)cc1,-2
Cc1ccc(NC(=C(C#N)C#N)c2ccccc2)cc1,0
C[C@@H]1CN([C@@H](C)CO)C(=O)CCCn2nncc2CO[C@H]1CN(C)Cc1ccc2cccnc2c1,6
Cc1ccsc1C(=O)NCC(c1cccs1)N1CCOCC1 (centres undefined),-5
CN(CCN1CCOCC1)C(=O)C1CCC(=O)N(Cc2ccc(Cl)cc2)C1 (centres undefined),4
O=C(COC(=O)c1cc(S(=O)(=O)N2CCOCC2)ccc1Cl)NC1CCCCC1,-8
O=C(COC(=O)c1cccnc1Cl)Nc1ccc(N2CCOCC2)cc1,7

# New compounds follow:
SMILES,KCNH2 3.1 inh
N#Cc1ccc(NC(=O)COC(=O)C2CCC2)cc1,15
O=C(COC(=O)COc1ccc(Cl)cc1)Nc1cccnc1Cl,8
Cc1cc(Nc2ccccc2C(=O)O)n2ncnc2n1,-6
C[C@@H]1CN([C@@H](C)CO)C(=O)CCCn2cc(nn2)CO[C@H]1CN(C)S(=O)(=O)c1ccccc1C#N,-7
CC1(C)C(=Cc2ccccc2)C(=O)c2ccccc21,4
COc1ccc([C@H]2C[C@H](O)[C@@H](n3cc(C4CC4)nn3)CN2C(=O)C2CCCCC2)cc1,-18
C[C@@H]1CN([C@@H](C)CO)C(=O)c2cc(Br)cnc2O[C@H]1CN(C)C(=O)NC1CCCC1,8
C[C@H](O)[C@@H]1C(=O)N2CCc3c([nH]c4ccccc34)[C@@H]2C[C@@H]1N(C)Cc1ccc2c(c1)OCO2,-18
COc1ccccc1CC1CC(=O)N(c2ccc([N+](=O)[O-])cc2)C1=O (centres undefined),16
O=C1c2sccc2-c2cccc3cccc1c23,7
COc1cccc(CNC[C@H]2O[C@@H](n3ccc(N)nc3=O)[C@H](O)[C@@H]2O)c1OCc1ccc(F)cc1Cl,9
CN1OC[C@@H]2CN[C@H](c3cccc(N4CCOCC4)c3)C[C@@H]21,9
c1ccc2c(c1)COc1c3ncccc3nn1-2,-11
CCN(c1ccccc1)S(=O)(=O)c1cccc(C(=O)Nc2cccc(C)n2)c1,-3
Cc1c(NS(=O)(=O)c2cc(C(=O)OCC(=O)c3ccccc3F)ccc2Cl)c(=O)n(-c2ccccc2)n1C,-24
Cc1cccc(CCNC(=O)C2CC(O)CN2C(=O)Nc2ccccc2)c1 (centres undefined),20
O=C1NC(Cc2ccccc2)c2nc3cc(F)ccc3c(=O)n2-c2ncccc21 (centres undefined),-10
CN(CC(=O)Nc1ccc(Cl)cc1)CC(=O)N1CCc2ccccc21,10
Cc1ccc([C@H]2C[C@@H](O)[C@H](n3cc(C4CC4)nn3)CN2C(=O)c2cccs2)cc1,-2
COCC#Cc1cnc2c(c1)C(=O)N([C@H](C)CO)C[C@H](C)[C@@H](CN(C)S(=O)(=O)c1ccccc1)O2,7
COc1cc2ccc(C(C)=O)c(O)c2cc1OC,6
CC(C)COC(=O)N(C)C[C@H]1OCc2cnnn2CCCC(=O)N([C@H](C)CO)C[C@@H]1C,-11
Cc1cccc(-c2nc(NCCN(C)C)c3ccccc3n2)c1,8
Cc1cccc(NC(=O)c2nc[nH]c2C(=O)NC[C@H](C)O)c1,5
C[C@H](CO)N1C[C@H](C)[C@@H](CN(C)C(=O)Nc2cc(F)ccc2F)Oc2ncc(-c3cccc(F)c3)cc2C1=O,-3
CCCN(C(=O)CSc1nnc(-c2ccc3c(c2)OCO3)o1)C1CCS(=O)(=O)C1 (centres undefined),11
Cc1noc(C)c1S(=O)(=O)N(C)C[C@H]1OCc2cn(nn2)CCCC(=O)N([C@@H](C)CO)C[C@@H]1C,-16
O=S(=O)(c1ccc(SCc2c(F)cccc2Cl)nc1)N1CCCC1,?
O=C(C[C@H]1C(=O)N(C2CCCCC2)C[C@@H]1c1ccccc1)Nc1ccc(Br)cc1,-7
C(=Nn1cnnc1)c1ccc2c(c1)CCC2,4

# Of the compounds above, two contain a furan ring, fused or not:
SMILES,KCNH2 3.1 inh
Cc1ccc(S(=O)(=O)N(C)c2ccc(C(=O)NCC(c3ccco3)N3CCCC3)cc2)cc1 (centres undefined),-2
O=C(N=Nc1c(O)[nH]c2ccc(Br)cc12)c1ccco1,1

# More results
SMILES,KCNH2 3.1 inh
CC(C)CC1C(=O)N(Cc2cn(Cc3ccco3)nn2)CCS(=O)(=O)N1Cc1ccc(-c2ccc(F)nc2)cc1 (centres undefined),-2
CC1CCCN(S(=O)(=O)c2ccc3c(c2)OCCO3)C1 (centres undefined),7
Cc1onc(-c2ccccc2)c1-c1nnc(COC(=O)c2ccc(F)cc2)o1,-4
Nc1nc(-c2ccccc2)c(CC(=O)O)s1,-1
Cc1cc(Nc2ccc(C)c(C)c2)n2ncnc2n1,30
C[C@@H]1CCCCO[C@H](CN(C)C(=O)Nc2ccccc2)[C@@H](C)CN([C@H](C)CO)C(=O)c2cc(NS(=O)(=O)c3cn(C)cn3)ccc2O1,-11
COCC(=O)N(C)C[C@@H]1Oc2cc(-c3ccc(F)cc3)ccc2S(=O)(=O)N([C@H](C)CO)C[C@H]1C,4
CCCCCCn1c(=O)n2n(c1=O)[C@@H]1CN(S(=O)(=O)c3ccc(C)cc3)C[C@]1(O)[C@@H](OC(=O)NCc1ccco1)C2,-2
CCCCN(C)CCCNC(=O)Cn1cc2c(n1)-c1c(oc(C(=O)N3CCCC3)c1C)CC2,7
CCOC(=O)CCCCCC(=O)Nc1ccc2c(c1)C(=O)N([C@@H](C)CO)C[C@H](C)[C@H](CN(C)C(=O)c1ccccc1)OCCCC[C@H](C)O2,11

# Entries shown so far that contain two or more sulfur atoms:
SMILES,KCNH2 3.1 inh
O=S(=O)(Nc1ccc(-c2cn3c(n2)SCC3)cc1)c1cc(F)ccc1F,19
Cc1ccsc1C(=O)NCC(c1cccs1)N1CCOCC1 (centres undefined),-5
CCCN(C(=O)CSc1nnc(-c2ccc3c(c2)OCO3)o1)C1CCS(=O)(=O)C1 (centres undefined),11
O=S(=O)(c1ccc(SCc2c(F)cccc2Cl)nc1)N1CCCC1,?

# Quoted from the listing.
# KCNH2 3.1 inh with C[C@@H]1CN([C@H](C)CO)C(=O)CCCn2nncc2CO[C@H]1CN(C)Cc1ccccc1 = -2
# KCNH2 3.1 inh with CC1CCCN(S(=O)(=O)c2ccc3c(c2)OCCO3)C1 (centres undefined) = 7

# The list continues.
SMILES,KCNH2 3.1 inh
CN(CCCn1ccc(NC(=O)OCc2ccccc2)nc1=O)CCc1ccccn1,-85*
COc1ccccc1NC(=O)CN(Cc1ccco1)C(=O)c1cc(Cl)c(OC)c(OC)c1,-16
O=C(NCCO)C(=O)NCC(c1cccs1)S(=O)(=O)c1ccc(F)cc1 (centres undefined),16
Cc1cc(=O)c2c(=O)[nH][nH]c2[nH]1,0
CC1=C(C(=O)N2CCOCC2)CC(CC(=O)NCC2CCCCC2)C(=O)N1Cc1ccc(F)cc1 (centres undefined),-12
COc1ccc(N2C(=O)CC(Sc3nccc(C)n3)C2=O)c(OC)c1 (centres undefined),6
CCCC(=O)N(Cc1cc2cc(OC)ccc2[nH]c1=O)c1ccccc1OC,7
NS(=O)(=O)c1ccc(CCNC(=O)CSc2nc3ccsc3c(=O)n2Cc2ccccn2)cc1,0
NC(=O)CCC(C(=O)O)N1C(=O)C2C3CCC(C3)C2C1=O (centres undefined),5
CNC(=O)C[C@H]1C(=O)N(c2ccc(OC)cc2)C[C@@H]1C,0
COc1ncnc2c1ncn2CCCNCc1ccccn1,0
O=C(OCc1cn([C@@H]2C[C@H](c3ccccc3)N(C(=O)C3CCCCC3)C[C@H]2O)nn1)c1ccccc1,6
COc1cc(C=C(C#N)c2ccc([N+](=O)[O-])cc2)ccc1O,-11
O=C(COC(=O)Cc1c[nH]c2ccccc12)Nc1ccc(Cl)cc1,1
CC(=O)c1ccccc1C(=O)N1CCC(CCC(=O)NCc2ccc(F)cc2)CC1,8

# Some of the compounds tested, so the mix of outcomes need not match the whole.
